From PubChem
INS-1E rescue: preserves ATP levels in cytokine-treated INS-1E cells; actives 0.1% (n = 20,000); INS-1E cytokine-induced death, ATP luminescence, 48 h; normalised: neutral wells 0, positive control 100; protection from cytokine-induced ATP loss, % at 10 µM;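 active means mean replicate protection from cytokine-induced ATP loss at least 50% and at least 75% of replicates each reaching 50%; inconclusive means meets only one of the two criteria, mean or replicate share; inactive means fails both the mean and replicate share criteria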
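Material: INS-1E rat cells; Quantity: 8000 cells/well; Buffer or medium: phenol-red-free RPMI with 5% fetal bovine serum; Probe or stimulus: cytokine cocktail of IFN-γ, TNF-α and IL-1β; Compound dosing: single test concentration per compound, delivered by pin transfer; Incubation: 48 h co-treatment, 10 min post-lysis read; Signal: CellTiter-Glo luminescence.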
T cruzi intra: inhibitors of intracellular Trypanosoma cruzi; intracellular Trypanosoma cruzi in host cells, plate reader; activity score (inhibition), % at 5.01 µM; actives 4.9% (n = 22,000); AID 651903; in the data active means activity score above about 55%; inconclusive means no clear call, values can overlap the other calls;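 further: parasites and compound incubated about four days before reading; 0% = median of neutral control wells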
* hit, by the source's call; ? = inconclusive; nt = no result given.

Second line of a record – INS-1E rescue | T cruzi intra
C[C@H](CO)N1C[C@H](C)[C@@H](CN(C)C(=O)Nc2cccc3ccccc23)Oc2c(NS(=O)(=O)c3cccs3)cccc2C1=O
 : 4 | -3
COc1ccc(CN(C)C[C@@H]2Oc3ccc(NC(=O)Cc4cn(C)c5ccccc45)cc3CC(=O)N([C@H](C)CO)C[C@@H]2C)cc1
 : 7 | 43
C[C@@H]1CN([C@@H](C)CO)C(=O)Cc2cc(N(C)C)ccc2O[C@@H]1CN(C)C(=O)Nc1ccccc1
 : -3 | -2
COc1ccc(NC(=O)N(C)C[C@H]2Oc3ccc(NS(C)(=O)=O)cc3CC(=O)N([C@H](C)CO)C[C@H]2C)cc1
 : 7 | -12
C[C@@H]1CN([C@H](C)CO)C(=O)CCCn2nncc2CO[C@@H]1CN(C)S(=O)(=O)c1cccc(F)c1
 : nt | -2
C[C@@H]1CN([C@H](C)CO)C(=O)c2cc(NS(=O)(=O)c3ccc(Cl)cc3)ccc2O[C@@H]1CN(C)C(=O)Nc1ccc(F)cc1
 : 5 | -2
C[C@H](CO)N1C[C@H](C)[C@H](CN(C)C(=O)Nc2ccc3c(c2)OCO3)Oc2ccc(NC(=O)Nc3cccc4ccccc34)cc2CC1=O
 : 0 | -4
Cc1noc(C)c1S(=O)(=O)Nc1ccc2c(c1)C(=O)N([C@H](C)CO)C[C@H](C)[C@@H](CN(C)Cc1ccc(C(=O)Nc3ccccc3N)cc1)O2
 : -14 | 68*
C[C@H]1CN([C@@H](C)CO)C(=O)Cc2cc(NS(C)(=O)=O)ccc2O[C@@H]1CN(C)C(=O)Nc1ccccc1
 : 12 | 8
C[C@H]1CN([C@@H](C)CO)C(=O)Cc2cc(NS(=O)(=O)c3ccc(Cl)cc3)ccc2O[C@H]1CN(C)C(=O)Nc1cccc2ccccc12
 : 1 | -12
C[C@@H]1CN([C@@H](C)CO)C(=O)c2cccc(NC(=O)CCCCCC(=O)Nc3ccccc3N)c2O[C@@H]1CN(C)CC1CCCCC1
 : 9 | 17
CNC[C@H]1Oc2ccc(NC(=O)C3CCCCC3)cc2C(=O)N([C@@H](C)CO)C[C@@H]1C
 : 5 | -25
C[C@H]1CN([C@@H](C)CO)C(=O)c2cccc(NC(=O)Nc3ccc(F)cc3)c2O[C@@H]1CN(C)C(=O)Nc1ccccc1
 : 7 | -4
C[C@H]1CN([C@@H](C)CO)C(=O)CCCn2nncc2CO[C@@H]1CN(C)C(=O)c1ccc(N2CCN(C)CC2)cc1
 : nt | -15
COc1ccc(NC(=O)Nc2cccc3c2O[C@H](CN(C)C(=O)Nc2c(C)noc2C)[C@H](C)CN([C@H](C)CO)C3=O)cc1
 : 1 | -4
C[C@@H]1CN([C@H](C)CO)C(=O)Cc2cc(NC(=O)CCN3CCOCC3)ccc2O[C@H]1CN(C)C(=O)Nc1ccccc1
 : 9 | -14
C[C@H](CO)N1C[C@H](C)[C@H](CN(C)Cc2ccccc2)Oc2ccc(NC(=O)Nc3ccc(C(F)(F)F)cc3)cc2C1=O
 : nt | 32*
C[C@@H]1CN([C@H](C)CO)C(=O)c2cccc(NC(=O)c3ccncc3)c2O[C@@H]1CN(C)S(=O)(=O)c1cn(C)cn1
 : 6 | -12
CNC[C@H]1Oc2ccc(NC(=O)Nc3ccc(F)cc3)cc2C(=O)N([C@H](C)CO)C[C@@H]1C
 : 6 | -4
C[C@H]1CN([C@@H](C)CO)C(=O)CCCn2cc(nn2)CO[C@@H]1CN(C)C(=O)Nc1ccc2c(c1)OCO2
 : nt | -32

One compound at a time, as listed above.
Listed for `COc1ccc(NC(=O)Nc2cccc3c2O[C@H](CN(C)C(=O)Nc2c(C)noc2C)[C@H](C)CN([C@H](C)CO)C3=O)cc1` = INS-1E rescue: 1; T cruzi intra: -4
Listed for `C[C@H]1CN([C@@H](C)CO)C(=O)CCCn2cc(nn2)CO[C@@H]1CN(C)C(=O)Nc1ccc2c(c1)OCO2` = INS-1E rescue: nt; T cruzi intra: -32

(listing goes on)
Second line of a record – INS-1E rescue | T cruzi intra
O=C(N/N=C/C=C/c1ccccc1)c1ccccc1O
 : -57 | -25
Cc1ccc(S(=O)(=O)Nc2ccc3c(c2)C(=O)N([C@H](C)CO)C[C@H](C)[C@H](CN(C)Cc2ccc(Cl)c(Cl)c2)O3)cc1
 : -28 | 21
C[C@@H]1CN([C@@H](C)CO)C(=O)Cc2cc(NS(=O)(=O)c3cn(C)cn3)ccc2O[C@@H]1CN(C)C
 : 0 | -2
CCCN(C)C[C@@H]1OCCCC[C@@H](C)Oc2ccc(NS(=O)(=O)c3ccccc3)cc2C(=O)N([C@H](C)CO)C[C@@H]1C
 : 1 | 9
C[C@@H]1CN([C@H](C)CO)C(=O)c2cccc(NC(=O)c3cnccn3)c2O[C@@H]1CN(C)C(=O)Nc1ccc(C(F)(F)F)cc1
 : -2 | -15
Cc1ccc(S(=O)(=O)Nc2ccc3c(c2)CC(=O)N([C@@H](C)CO)C[C@@H](C)[C@@H](CN(C)S(C)(=O)=O)O3)cc1
 : -1 | -8
C[C@H](CO)N1C[C@H](C)[C@H](CN(C)Cc2ccc(-c3ccccc3)cc2)Oc2ccc(NS(=O)(=O)c3ccccc3)cc2C1=O
 : -18 | 46
CC(C)NC(=O)N(C)C[C@H]1Oc2c(NC(=O)c3cnccn3)cccc2C(=O)N([C@H](C)CO)C[C@@H]1C
 : 13 | -24
COc1ccc(NC(=O)Nc2ccc3c(c2)CC(=O)N([C@@H](C)CO)C[C@H](C)[C@@H](CN(C)CC2CCCCC2)O3)cc1
 : -10 | -4
COc1ccc(NC(=O)Nc2ccc3c(c2)C(=O)N([C@H](C)CO)C[C@H](C)[C@@H](CN(C)Cc2ccc4c(c2)OCO4)OCCCC[C@@H](C)O3)cc1
 : -12 | -10
C[C@H]1CN([C@@H](C)CO)C(=O)c2cc(N(C)C)ccc2O[C@H]1CN(C)S(=O)(=O)c1ccccc1
 : -29 | 11
C[C@@H]1CN([C@H](C)CO)C(=O)c2cc(NC(=O)Cc3ccccc3)ccc2O[C@H]1CN(C)C(=O)Nc1cccc2ccccc12
 : -3 | -7
C[C@@H]1CN([C@@H](C)CO)C(=O)c2cccc(NS(C)(=O)=O)c2O[C@@H]1CN(C)Cc1ccc2c(c1)OCO2
 : -1 | 4
Cc1ccc(S(=O)(=O)Nc2ccc3c(c2)C(=O)N([C@H](C)CO)C[C@@H](C)[C@H](CN(C)C(=O)Nc2ccccc2)O3)cc1
 : -2 | 8
CNC[C@@H]1OCCCC[C@@H](C)Oc2ccc(NS(=O)(=O)c3ccc(OC)cc3)cc2C(=O)N([C@H](C)CO)C[C@@H]1C
 : -1 | 1
Cc1noc(C)c1S(=O)(=O)Nc1ccc2c(c1)CC(=O)N([C@@H](C)CO)C[C@H](C)[C@H](CN(C)Cc1ccncc1)O2
 : 5 | 1
C[C@H]1CN([C@@H](C)CO)C(=O)c2cc(NS(=O)(=O)c3ccccc3)ccc2O[C@@H]1CN(C)C(=O)Nc1ccc(C(F)(F)F)cc1
 : 1 | 1
C[C@H]1CN([C@@H](C)CO)C(=O)Cc2cc(NC(=O)Cn3cnnn3)ccc2O[C@H]1CN(C)Cc1ccc(Oc2ccccc2)cc1
 : -10 | -5
C[C@@H]1CN([C@H](C)CO)C(=O)c2cc(NS(=O)(=O)c3cn(C)cn3)ccc2O[C@H]1CN(C)Cc1ccc(Cl)c(Cl)c1
 : -29 | -4
COc1ccc(S(=O)(=O)N(C)C[C@@H]2Oc3ccc(NC(=O)NC(C)C)cc3CC(=O)N([C@@H](C)CO)C[C@@H]2C)cc1
 : 2 | -15
C[C@H](CO)N1C[C@H](C)[C@@H](CN(C)S(=O)(=O)c2cn(C)cn2)Oc2c(NS(=O)(=O)c3ccc(Cl)cc3)cccc2C1=O
 : 7 | -20
Cc1ccc(S(=O)(=O)Nc2cccc3c2O[C@H](CN(C)C(=O)NC2CCCCC2)[C@@H](C)CN([C@H](C)CO)C3=O)cc1
 : 7 | 21
Cc1ccc(S(=O)(=O)Nc2ccc3c(c2)C(=O)N([C@H](C)CO)C[C@H](C)[C@@H](CN(C)Cc2ccc(Cl)c(Cl)c2)OCCCC[C@@H](C)O3)cc1
 : -17 | ?
C[C@H]1CN([C@@H](C)CO)C(=O)c2cc(NS(=O)(=O)c3cccs3)ccc2O[C@@H]1CN(C)C(=O)Nc1ccccc1
 : 10 | -2
C[C@@H]1CN([C@H](C)CO)C(=O)Cc2cc(NC(=O)CCC(F)(F)F)ccc2O[C@H]1CN(C)C
 : 9 | -12
C[C@@H]1CN([C@H](C)CO)C(=O)c2cc(N(C)C)ccc2O[C@H]1CN(C)C(=O)Nc1ccc(F)cc1
 : -1 | -23
C[C@@H]1CN([C@H](C)CO)C(=O)c2cccc(NC(=O)Nc3ccccc3)c2O[C@H]1CN(C)Cc1ccc2c(c1)OCO2
 : -1 | 10
C[C@H]1CN([C@@H](C)CO)C(=O)c2cccc(NC(=O)C3CCCCC3)c2O[C@H]1CN(C)C(=O)Nc1ccc(C(F)(F)F)cc1
 : 0 | -7
CC(C)NC(=O)Nc1ccc2c(c1)C(=O)N([C@@H](C)CO)C[C@@H](C)[C@@H](CN(C)Cc1ccc(C(F)(F)F)cc1)O2
 : -7 | -9
C[C@@H]1CN([C@H](C)CO)C(=O)c2cccc(NC(=O)c3cnccn3)c2O[C@H]1CN(C)C(=O)Nc1ccccc1
 : 8 | -26
Cc1noc(C)c1S(=O)(=O)N(C)C[C@@H]1Oc2ccc(NS(=O)(=O)c3cn(C)cn3)cc2CC(=O)N([C@H](C)CO)C[C@@H]1C
 : 9 | -7
C[C@@H]1CN([C@H](C)CO)C(=O)Cc2cc(NC(=O)C3CC3)ccc2O[C@H]1CN(C)S(=O)(=O)c1cccs1
 : 13 | -6
Cc1noc(C)c1S(=O)(=O)Nc1ccc2c(c1)CC(=O)N([C@@H](C)CO)C[C@H](C)[C@H](CN(C)Cc1ccc(Cl)c(Cl)c1)O2
 : -25 | 55
CNC[C@@H]1OCCCC[C@@H](C)Oc2ccc(NS(=O)(=O)c3c(C)noc3C)cc2C(=O)N([C@H](C)CO)C[C@@H]1C
 : -3 | -18
C[C@@H]1CN([C@@H](C)CO)C(=O)CCCn2cc(nn2)CO[C@@H]1CN(C)C(=O)Nc1ccc(F)cc1
 : nt | -3
C[C@H](CO)N1C[C@H](C)[C@@H](CN(C)Cc2ccc(Oc3ccccc3)cc2)Oc2c(NC(=O)Nc3ccccc3)cccc2C1=O
 : -46 | 78*
C[C@H]1CN([C@@H](C)CO)C(=O)c2cccc(NS(=O)(=O)c3ccc(Cl)cc3)c2O[C@H]1CN(C)C(=O)Nc1ccc2c(c1)OCO2
 : 1 | 18
O=C(N/N=C/c1ccccc1OCCO)c1ccccc1O
 : -25 | -19
Cc1noc(C)c1NC(=O)Nc1ccc2c(c1)C(=O)N([C@H](C)CO)C[C@H](C)[C@H](CN(C)C(=O)Nc1cccc3ccccc13)OCCCC[C@@H](C)O2
 : 7 | -11
C[C@H](CO)N1C[C@H](C)[C@@H](CN(C)S(=O)(=O)c2cn(C)cn2)Oc2c(NS(=O)(=O)c3ccc(F)cc3)cccc2C1=O
 : 4 | -15
C[C@@H]1CN([C@@H](C)CO)C(=O)Cc2cc(NC(=O)Nc3cccc4ccccc34)ccc2O[C@@H]1CN(C)C(=O)Nc1ccc2c(c1)OCO2
 : 2 | -3
Cc1noc(C)c1NC(=O)N(C)C[C@@H]1Oc2ncc(C#Cc3ccc(F)cc3)cc2C(=O)N([C@H](C)CO)C[C@@H]1C
 : 2 | -4
C[C@H](CO)N1C[C@H](C)[C@@H](CN(C)S(=O)(=O)c2ccc(F)cc2)Oc2ccc(N(C)C)cc2C1=O
 : -2 | 1
C[C@H]1CN([C@@H](C)CO)C(=O)Cc2cc(N(C)C)ccc2O[C@@H]1CN(C)Cc1ccncc1
 : 11 | -8
COc1ccc(S(=O)(=O)N(C)C[C@@H]2Oc3c(NC(=O)c4cc(C)nn4C)cccc3C(=O)N([C@H](C)CO)C[C@H]2C)cc1
 : 6 | -9
C[C@H]1CN([C@@H](C)CO)C(=O)c2cc(NS(=O)(=O)c3cccs3)ccc2O[C@H]1CN(C)Cc1ccccc1
 : -5 | 6
C[C@@H]1CN([C@@H](C)CO)C(=O)c2cccc(NC(=O)Nc3ccc4c(c3)OCO4)c2O[C@H]1CN(C)C(=O)Nc1ccccc1
 : -2 | 3
C[C@@H]1CN([C@H](C)CO)C(=O)c2cc(NC(=O)NC3CCCCC3)ccc2O[C@H]1CN(C)C
 : 3 | -14
C[C@@H]1CN([C@@H](C)CO)C(=O)CCCn2nncc2CO[C@H]1CN(C)C(=O)c1ccccc1
 : nt | -20
C[C@@H]1CN([C@H](C)CO)C(=O)c2cc(NC(=O)Nc3cccc4ccccc34)ccc2O[C@@H]1CN(C)C(=O)Nc1ccc2c(c1)OCO2
 : 6 | 4
Cc1ccc(S(=O)(=O)Nc2cccc3c2O[C@@H](CN(C)C(=O)NC2CCCCC2)[C@H](C)CN([C@H](C)CO)C3=O)cc1
 : 2 | 6
C[C@H](CO)N1C[C@H](C)[C@H](CN(C)Cc2ccc(C(F)(F)F)cc2)Oc2c(NC(=O)CCCCCC(=O)Nc3ccccc3N)cccc2C1=O
 : 9 | 73*

3 entries from above, sorted by length of the SMILES, rising:
Second line of a record – INS-1E rescue | T cruzi intra
C[C@@H]1CN([C@H](C)CO)C(=O)c2cc(NC(=O)NC3CCCCC3)ccc2O[C@H]1CN(C)C
 : 3 | -14
C[C@H](CO)N1C[C@H](C)[C@@H](CN(C)S(=O)(=O)c2ccc(F)cc2)Oc2ccc(N(C)C)cc2C1=O
 : -2 | 1
C[C@@H]1CN([C@@H](C)CO)C(=O)Cc2cc(NC(=O)Nc3cccc4ccccc34)ccc2O[C@@H]1CN(C)C(=O)Nc1ccc2c(c1)OCO2
 : 2 | -3
